Screening data: PubChem, National Center for Advancing Translational Sciences (NCATS)
G9a inh – qHTS Assay for Inhibitors of Histone Lysine Methyltransferase G9a; G9a H3K9 monomethylation, AlphaScreen, 2 h; Histone-lysine N-methyltransferase EHMT2 (Homo sapiens), Q96KQ7; AID 504332, 2011; Potency, µM (titrated, usually from 102 µM), without a hit: top-dose activity, negative = inhibition, hits mostly inhibitors; 8.8% of 350,000 active; note: % is set by controls: 0 for no effect and ±100 for the full control effect; nearly all actives have a fitted effect of over 75% in size
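AlphaScreen read-out: biotin-H3K9 peptide (500 nM) methylation by 20 nM enzyme with 20 uM SAM, 2 h at room temperature after 15 min compound preincubation; anti-monomethyl H3K9 antibody plus donor/acceptor beads, 10 min dark.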
HP1b binding inh – HTS for Inhibitors of HP1-beta Chromodomain Interactions with Methylated Histone Tails | Chromobox protein homolog 1 (Homo sapiens), P83916 | AlphaScreen HP1-beta / biotin-H3K9me3 peptide binding | Potency, µM (top dose mostly 114 µM), inactives show at the highest dose activity change, negative = inhibition, hits mostly inhibitors | 0.56% of 390,000 active | AID 540317, 2011; note: nearly all actives have a fitted effect of over 70% in size; inactives centre near 23
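HP1-beta protein (50 nM final) preincubated 30 min at room temperature with biotinylated H3(1-18)K9me3 peptide (50 nM) in PBS pH 7.4, 0.01% Tween-20, then compound added for 30 min. AlphaScreen streptavidin donor/nickel chelate acceptor beads (10 ug/mL final), 30 min dark, luminescence read.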
Pol iota inh – qHTS for Inhibitors of Polymerase Iota | Pol iota fluorescent replication assay, 10 min | Potency, µM (doses to about 115 µM), inactives show at the top dose activity, negative = inhibition, hits mostly inhibitors | 1% of 390,000 active | AID 588590, 2011 | DNA polymerase iota (Homo sapiens), Q9UNA4
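Pol iota at 10 nM preincubated 15 min with compounds at room temperature; reaction started with fluorescent substrate, 50 nM final. Fluorescence read kinetically at 0 and 10 min; buffer-only wells as negative control.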
BAZ2B block – qHTS Assay for Inhibitors of BAZ2B; Bromodomain adjacent to zinc finger domain protein 2B (Homo sapiens), Q9UIF8; 4.4% of 360,000 active; AlphaScreen BAZ2B-H3K14Ac peptide displacement; Potency, µM (top dose mostly 114 µM), for inactives: top-dose activity change, negative = inhibition, usual class: inhibitors; AID 504333, 2011; note: % is set by controls: 0 for no effect and ±100 for the full control effect; nearly all actives have a fitted effect of over 60% in size
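AlphaScreen displacement of biotin-H3(5-23)K14Ac peptide (50 nM final) from BAZ2B (50 nM final) in PBS pH 7.4, 0.01% Tween-20; complex preformed 30 min RT, then compounds (top 110 uM) 30 min RT, beads 20 min dark.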
BLM helicase inh – qHTS Assay for Inhibitors of Bloom's syndrome helicase (BLM) | RecQ-like DNA helicase BLM (Homo sapiens), P54132 | recombinant BLM DNA unwinding, fluorescence dequenching | Potency, µM (titrated, usually from 56.1 µM), for inactives: top-dose activity change, negative = inhibition, usual class: inhibitors | 0.2% of 350,000 active | AID 2528, 2010;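 note: plate controls were vehicle for no effect and no enzyme for full effect; nearly all actives have a fitted effect of over 35% in size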
Pin1 inhibitor – qHTS Assay to Find Inhibitors of Pin1 | 0.009% of 390,000 active | Pin1 FP peptide displacement, HiFluor488, 10 min | Potency, µM (doses to about 115 µM), for inactives: at the highest dose activity, negative = inhibition, usual class: inhibitors; active = well fitted inhibition curve with a large enough effect in the polarisation, with a control signal flat, not every such curve was filed as active; inconclusive = small, poorly fitted or top-dose-only effect, or effect the other way, or a change in a side signal; inactive = no such curve, though single readings can be large or run the other way; the % refers to the polarisation; note: % is set by controls: 0 for no effect and ±100 for the full control effect
PGK inhibitor – qHTS Assay to Find Inhibitors of Phosphoglycerate Kinase. Potency, µM (series often up to 57.5 µM), inactives show at the top dose activity change, negative = inhibition, actives largely listed as inhibitors. PGK/GAPDH coupled, Kinase-Glo luminescence, 60 min. Phosphoglycerate kinase, glycosomal (Trypanosoma brucei brucei), P07378. 0.043% of 380,000 active; note: % is set by controls: 0 for no effect and ±100 for the full control effect; nearly all actives have a fitted effect of over 60% in size
Target sequence (P07378 whole entry, looked up): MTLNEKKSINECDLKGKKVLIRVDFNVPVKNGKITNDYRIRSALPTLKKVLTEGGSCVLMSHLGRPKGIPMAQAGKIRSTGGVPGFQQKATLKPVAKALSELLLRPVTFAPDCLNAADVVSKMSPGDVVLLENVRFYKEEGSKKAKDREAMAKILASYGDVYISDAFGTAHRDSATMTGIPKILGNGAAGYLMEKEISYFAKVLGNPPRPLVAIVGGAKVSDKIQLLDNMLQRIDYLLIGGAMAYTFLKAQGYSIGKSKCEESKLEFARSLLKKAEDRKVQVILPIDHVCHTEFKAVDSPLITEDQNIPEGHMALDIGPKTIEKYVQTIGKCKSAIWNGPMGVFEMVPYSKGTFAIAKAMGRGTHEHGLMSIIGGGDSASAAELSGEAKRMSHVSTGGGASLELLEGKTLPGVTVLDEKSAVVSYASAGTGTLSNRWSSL
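Recombinant glycosomal PGK reaction used 1,3-bisphosphoglycerate generated in-well by GAPDH (100nM final) in 100mM TEA pH 7.6, 5mM MgCl2, 0.01% Tween-20. After 60 minutes at room temperature, ATP was read by Kinase-Glo Plus luminescence end-point.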
GLS inhibitor – qHTS for Inhibitors of Glutaminase (GLS). GLS enzymatic activity, qHTS titration. Potency, µM (top dose mostly 45.5 µM), without a hit: top-dose activity change, negative = inhibition, hits mostly inhibitors. 0.21% of 410,000 active. AID 624170, 2012; note: % is set by controls: 0 for no effect and ±100 for the full control effect
Target sequence (O94925 whole entry, looked up): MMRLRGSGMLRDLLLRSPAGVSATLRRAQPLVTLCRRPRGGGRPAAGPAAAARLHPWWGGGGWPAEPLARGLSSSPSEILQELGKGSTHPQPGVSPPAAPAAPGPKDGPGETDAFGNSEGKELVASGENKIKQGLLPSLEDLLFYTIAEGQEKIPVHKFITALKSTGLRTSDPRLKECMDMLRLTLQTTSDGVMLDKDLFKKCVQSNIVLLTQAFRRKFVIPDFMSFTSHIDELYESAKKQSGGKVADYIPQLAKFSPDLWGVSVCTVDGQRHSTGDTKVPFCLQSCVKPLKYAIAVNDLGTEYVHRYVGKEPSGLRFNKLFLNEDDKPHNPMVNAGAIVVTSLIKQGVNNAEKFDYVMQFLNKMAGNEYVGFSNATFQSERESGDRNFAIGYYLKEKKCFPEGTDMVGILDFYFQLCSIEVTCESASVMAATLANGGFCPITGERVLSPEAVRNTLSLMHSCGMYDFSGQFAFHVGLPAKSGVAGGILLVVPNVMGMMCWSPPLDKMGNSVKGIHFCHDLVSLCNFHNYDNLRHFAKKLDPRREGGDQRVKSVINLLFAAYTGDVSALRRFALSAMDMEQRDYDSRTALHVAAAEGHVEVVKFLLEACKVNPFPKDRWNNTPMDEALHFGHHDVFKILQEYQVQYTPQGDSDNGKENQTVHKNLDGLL
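hKGA; 45 mM KH2PO4 pH 8.2 + 0.02% Tween-20; cpd via pin tool; 1 mM Gln soln; GluOx/HRP/Amplex Red; RT 30 min; fluor. t0 & final.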
JMJD2A Tudor – qHTS Assay for Inhibitors of JMJD2A-Tudor Domain; Lysine-specific demethylase 4A (Homo sapiens), O75164; AlphaScreen JMJD2A-Tudor / H3K4me3 peptide binding; Potency, µM (titrated, usually from 114 µM), for the others: at the highest dose activity change, negative = inhibition, actives largely listed as inhibitors; 4.4% of 390,000 active; note: % is set by controls: 0 for no effect and ±100 for the full control effect; nearly all actives have a fitted effect of over 50% in size
The depositor's hits bear a star; i = inactive; ? = inconclusive; / = no result given; & = joins results of further samples; [ ] = dose if it differs, or a comment. Unless noted, calls come from the whole dose curve; as a rule, active = well fitted curve in the direction sought with a large enough effect; inconclusive = small, poorly fitted or top-dose-only effect, or another doubt; inactive = no such curve, though single readings can be large; an effect the other way counts as inactive or inconclusive. Potency is the fitted concentration of half-maximal effect.

Second line of a record: G9a inh	HP1b binding inh	Pol iota inh	BAZ2B block	BLM helicase inh	Pin1 inhibitor	PGK inhibitor	GLS inhibitor	JMJD2A Tudor
O=C(Cn1nnc(-c2ccccc2F)n1)NCCc1ccccc1
    ?	45%[activator]	-16%	9%	-4%	-1%	-1%	-7%	-11%
CN(C)c1ccc(NC(=O)c2ccc3nc[nH]c3c2)cc1
    ?	15%	-18%	45µM*	-11%	5%	/	59%[activator]	-34%
CN1CCN(c2ccccc2NC(=O)COc2ccc(Cl)cc2)CC1
    4%	6%	21%	-16%	3%	4%	5%	5%	-11%
NS(=O)(=O)c1cccc(NC(=O)CSc2nc3ccccc3c(=O)n2Cc2ccco2)c1
    /	1%[57 µM]	-1%	/	/	18%	1%	13%	-16%
O=S(=O)(Nc1ccccn1)c1ccc(Oc2ccccc2)cc1
    -34%[59 µM]	29%	-9%	-13%	-3%	-6%	-7%	3%	-8%
O=C(c1ccc(Cl)c(S(=O)(=O)N2CCCCC2)c1)N1CCCCCC1
    29%	21%	14%	-15%	-18%	-3%	i	0%	-16%
C=CCn1c(-c2ccc(S(=O)(=O)N3CCOCC3)cc2)csc1=Nc1ccccc1
    7%[0.501 µM]	-11%	-14%	6.3µM*	-9%	25%	i	2%	?
CCOC(=O)CSc1nc2ccc(NC(=O)c3cccc(F)c3)cc2s1
    -35%[59 µM]	35%[activator]	-9%	2%	-5%	41%[activator]	0%	-12%	3%
Cc1noc(NS(=O)(=O)c2ccc(NC(=O)c3ccc(N(C)C)cc3)cc2)c1C
    5%[2.33 µM]	19%	-12%	-21%	/	5%	1%	-2%	-20%
OCCNCCCOc1cc(Cl)ccc1Cl
    -20%	36%	24%	-2%	0%	3%	i	-10%	-19%
Cc1ccc(S(=O)(=O)CCC(=O)Nc2sccc2C(N)=O)cc1
    /	14%[57 µM]	?	/	/	10%	i	-1%	-28%
Cc1cc(Cl)ccc1NC(=S)NCc1ccc(Cl)cc1
    13%[59 µM]	34%[activator]	-11%	-1%	-2%	-1%	2%	-6%	18%
O=C(NCCN1CCOCC1)[C@H](Cc1ccccc1)N1C(=O)c2ccccc2C1=O
    -2%[12.7 µM]	24%	-15%	0%	-3%	-2%	-3%	-3%	12%
Cc1noc(/C=C/N(C)C)c1S(=O)(=O)N1CCCC(C(=O)NCc2ccc(Cl)cc2)C1 (stereo unspecified)
    -24%[59 µM]	3%	-11%[58.9 µM]	-34%	-5%	?	-3%	-15%	?
COc1cc(/C=C2\SC(=N)N(c3ccc(F)cc3)C2=O)ccc1O
    -22%[59 µM]	34%	-14%	-20%	-8%	22%	-1%	-3%	-8%
COc1ccc(NC(=O)CCSc2nc(C)cs2)cc1
    /	30%	58%[activator]	?	-1%	-7%	i	-4%	5%
CC(=O)Nc1ccc(SCCN2CC[C@@H](O)CCC2=O)cc1
    -10%[2.33 µM]	52%[activator]	13%&22%	7%	/	-1%	1%	-1%	-6%
CC(C)c1ccc(NC(=O)COC(=O)/C=C/c2cccc(Br)c2)cc1
    14%	35%	24%	-5%	-4%	-6%	-2%	3%	-5%
CC(C)(C)CNC(=O)[C@]1(C)CCC[C@@]2(C)C3CC[C@@]4(C)C[C@]3(CCC21)CC4=O (stereo partly specified)
    5%[0.501 µM]	40%[activator]	-3%	-3%	/	-2%	2%	-6%	-4%
CCc1nc2ccccc2nc1N1CCN(S(=O)(=O)c2ccccc2)CC1
    101%[activator][59 µM]	41%[activator]	14%	4%	-11%	1%	0%	1%	18%
O=C(N1CCCCC1)N1CCN(C(=O)N2CCCCC2)CC1
    -2%[59 µM]	19%[57 µM]	-8%	-21%	2%	0%	-8%	0%	-1%
NS(=O)(=O)c1ccc(CNC(=O)c2cccnc2Cl)cc1
    20%	7%	-8%	-18%	-4%	1%	-7%	-3%	-10%
c1ccc(C2=Nc3cccc4cccc(c34)N2)cc1
    8.9µM*	-24%	-2%	-31%	5%	1%	-5%	-7%	1%
O=C(COc1ccc(/C=N/NC(=O)c2ccncc2)cc1)Nc1cccc([N+](=O)[O-])c1
    -9%[59 µM]	16%	?	-3%	-1%	-11%	-4%	4%	-10%
CCC1(C)N=C(N)Nc2nc3cc(C)c(C)cc3n21 (stereo unspecified)
    ?	22%	-2%	-13%	2%	-3%	4%	17%	-11%
O=C1CC(c2ccccc2)Cc2[nH]c(=O)c(-c3nc(-c4ccc(F)cc4)cs3)cc21 (stereo unspecified)
    0.63µM*	31%	?	13µM*	-6%	?	8%	5%	22µM*
CCN(Cc1ccccc1)Cc1cccc([N+](=O)[O-])c1
    5%	20%	2%	-6%	-7%	1%	-5%	9%	-18%
CCOC(=O)c1c(-c2ccc(OC)c(OC)c2)csc1NC(=O)C1CCCO1 (stereo unspecified)
    ?	21%	35%[activator]	?	-6%	1%	i	0%	-9%
CN(CC(=O)Nc1ccccc1C(F)(F)F)C(=O)c1ccc2c(=O)n3c(nc2c1)CCC3
    -4%[2.33 µM]	31%	?	16%	/	2%	-3%	1%	7%
O=C(Cc1cccc(NC(=O)C2CCN(C(=O)C3CC3)CC2)c1)Nc1cccc(C(=O)N2CCCC2)c1
    -35%[2.33 µM]	36%	9%	6%	/	-6%	-1%	7%	-15%

Not a retest: an excerpt of the list.
Second line of a record: G9a inh	HP1b binding inh	Pol iota inh	BAZ2B block	BLM helicase inh	Pin1 inhibitor	PGK inhibitor	GLS inhibitor	JMJD2A Tudor
NS(=O)(=O)c1ccc(CNC(=O)c2cccnc2Cl)cc1
    20%	7%	-8%	-18%	-4%	1%	-7%	-3%	-10%
c1ccc(C2=Nc3cccc4cccc(c34)N2)cc1
    8.9µM*	-24%	-2%	-31%	5%	1%	-5%	-7%	1%

Next section
Second line of a record: G9a inh	HP1b binding inh	Pol iota inh	BAZ2B block	BLM helicase inh	Pin1 inhibitor	PGK inhibitor	GLS inhibitor	JMJD2A Tudor
CC(=O)c1ccccc1NC(=O)COC(=O)c1cc[n+]([O-])cc1
    /	49%[activator]	35%[activator]	/	/	-2%	8%	0%	-6%
COc1ccccc1CNc1ccc(-c2nc(-c3ccncc3)no2)cc1[N+](=O)[O-]
    -18%[59 µM]	4%	12%	-11%	0%	-3%	-5%	-8%	-18%
CC(OC(=O)c1ccc(F)cc1)C(=O)Nc1nc(-c2cccc([N+](=O)[O-])c2)cs1 (stereo unspecified)
    ?	-12%	13%	?	-6%	1%	14%	12%	?
CCOc1ccc(-c2cc(-c3nc(-c4cc(OC)c(OC)c(OC)c4)no3)[nH]n2)cc1Cl
    -3%[59 µM]	39%[activator]	2%	1%	-4%	13%	-6%	-5%	-7%
CC(C)N1CCC(N2CCN(Cc3cnc(-c4ccccc4)s3)CC2CCO)CC1 (stereo unspecified)
    -30%	19%	86%[activator]	-11%	1%	-1%	5%	1%	-9%
c1ccc(CCCNc2ncccn2)cc1
    -49%[59 µM]	-7%	11%	31%[activator]	-15%	-12%	8%	-2%	-15%[57.1 µM]
COc1cc(C(=O)Nc2ccccn2)cc(OC)c1OC
    12%[12.7 µM]	44%[activator]	8%	-5%	0%	?	6%	1%	-6%
Cc1[nH]c2ccc(CNS(=O)(=O)c3ccc(S(=O)(=O)N4CCOCC4)cc3)cc2c1C
    19%[59 µM]	5%	20%	-35%	-7%	12%	6%	-24%	?
Cc1noc(C)c1S(=O)(=O)N1CCN(c2ccc(Cl)cc2)CC1
    -3%	39%[activator]	9%	2%	0%	0%	0%	1%	-13%
COc1ccc(C)cc1Nc1n[n+](C)c(-c2c3ccccc3cc3ccccc23)s1
    45µM*	48%[activator]	-8%	-17%[57.1 µM]	-1%	?	-8%	-5%	-20%
COc1ccc(CNC(=O)COC(=O)c2ccc(OCC3CCCO3)cc2)cc1 (stereo unspecified)
    8%[59 µM]	17%	36%[activator]	-3%	/	-2%	0%	-2%	-3%
Cc1ccc2c(c1)COc1c3ccc(C(=O)N4CCOCC4)cc3nn1-2
    -3%[12.7 µM]	40%[activator]	-20%	2%	2%	-7%	-15%	-2%	-10%
C/C(=N\Nc1nc2ccccc2c(=O)n1O)c1ccco1
    79µM*	?	18µM*	-4%	-5%	-9%	-16%	8%	?
CC1CCCCN1CC(O)COCc1ccc(Cl)cc1 (stereo unspecified)
    3%	36%	42%[activator]	11%	1%	?	i	0%	27%
O=C(NCc1ccccc1)/C(=C/c1cccc([N+](=O)[O-])c1)NC(=O)c1ccco1
    17%	14%	91%[activator]	-1%	-1%	-10%	7%	7%	-3%
N#C/C(=C\c1c(Oc2ccc(F)cc2)nc2ccccn2c1=O)c1nc2ccccc2s1
    2.2µM*	40%[activator]	20µM*	-4%	-2%	?	i	-10%	-16%
COc1cccc(CN(CCC(C)C)S(=O)(=O)c2cc(Br)ccc2Br)c1
    /	102%[activator]	2%	/	/	?	-3%	-1%	58%[activator]
Cc1ccc(S(=O)(=O)N(C)Cc2cc3cc(C)ccc3[nH]c2=O)cc1
    /	38%	8%	-2%	-2%	-13%	i	-1%	-12%
Cc1ccccc1CNC(=O)C1CCCN(S(=O)(=O)N(C)c2ccc(F)cc2)C1 (stereo unspecified)
    0%[59 µM]	52%[activator]	34%[activator]	-10%	-4%	4%	-13%	-2%	4%
C[C@@H](C(=O)NCc1ccccc1)[C@@H]1C[C@@]1(C)[C@@H](NC(=O)OCc1ccccc1)c1ccccc1
    -25%	36%	-2%	0%	-5%&-7%	13%	-9%	0%	-18%
O=C(CCCN1C(=O)c2ccccc2C1=O)NCCc1ccc(OC(F)F)cc1
    8%	15%	55%[activator]	9%	-3%	-1%	-4%	3%	9%

These rows are one share of the data. The share of hits here may be higher or lower than overall.
